Screening results (PubChem BioAssay)
FBA Mtb inh = Mtb FBA enzyme inhibitors, primary screen, biochemical, fluorescence, strain H37Rv. Fructose-bisphosphate aldolase (Mycobacterium tuberculosis (strain ATCC 25618 / H37Rv)), …. purified M. tuberculosis FBA, fluorescence read-out. inhibition, % at 1 µM. hit rate 2.3% among 360,000; in the data active means inhibition above about 27%;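 further: 0% = vehicle and 100% = reference inhibitor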
Target sequence (P9WQA3 whole entry, looked up): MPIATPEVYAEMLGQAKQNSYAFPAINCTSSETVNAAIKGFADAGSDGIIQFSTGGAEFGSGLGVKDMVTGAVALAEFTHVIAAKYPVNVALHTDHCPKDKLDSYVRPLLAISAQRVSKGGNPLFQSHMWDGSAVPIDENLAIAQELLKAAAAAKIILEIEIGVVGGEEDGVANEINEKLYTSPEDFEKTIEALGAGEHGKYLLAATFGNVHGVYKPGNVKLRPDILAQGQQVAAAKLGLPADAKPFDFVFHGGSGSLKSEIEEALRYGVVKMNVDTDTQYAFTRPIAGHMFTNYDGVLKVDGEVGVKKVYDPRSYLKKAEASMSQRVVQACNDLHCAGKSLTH
GDH-TPI inh = GDH-TPI coupling enzyme inhibitors, primary screen, artefact control for M. tuberculosis FBA inhibitor project, biochemical, absorbance, full deck; GDH-TPI coupled enzyme counterscreen, NADH absorbance; AID 588335, 2011; hit rate 1.2% among 360,000; inhibition, % at 4.8 µM;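 further: 0% = DMSO wells and 100% = wells lacking the enzyme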
BioA inh = M. tuberculosis BioA enzyme inhibitors, primary screen, biochemical, plate reader, single point, HTS | 7,8-diaminopelargonic acid synthase BioA (Mycobacterium tuberculosis) | purified M. tuberculosis BioA enzyme | inhibition, % at 9.99 µM | hit rate 0.096% among 360,000 | AID 602481, 2012; in the data active means inhibition above about 40%; inconclusive means no clear call, values can overlap the other calls
BoNT-F LC inh = BoNT/F light chain protease inhibitors, primary screen, biochemical, flow cytometry, MLPCN library; Botulinum neurotoxin type F light chain protease (Clostridium botulinum); Multiplex microsphere protease cleavage assay; inhibition, % at 10 µM; hit rate 0.22% among 360,000; in the data active means inhibition above about 35%, passing the limit was not always enough; inconclusive means no clear call, values can overlap the other calls; further: plate controls were buffer without enzyme for full effect and enzyme alone for no effect
BoNT-A LC inh2 = BoNT/A light chain protease inhibitors, primary screen, biochemical, flow cytometry, MLPCN library | multiplex microsphere protease substrate cleavage | inhibition, % at 10 µM | hit rate 0.17% among 360,000 | AID 588499, 2011; in the data active means inhibition above about 30%; inconclusive means no clear call, values can overlap the other calls; further: plate controls were buffer without enzyme for full effect and enzyme alone for no effect
UGM FP inh = M. tuberculosis UGM enzyme inhibitors, primary screen, biochemical, fluorescence polarization, single point; UDP-galactopyranose mutase (Mycobacterium tuberculosis (strain ATCC 25618 / H37Rv)), …; purified UGM, fluorescence polarization probe displacement; inhibition, % at 10 µM; hit rate 0.06% among 320,000; in the data active means inhibition above about 10%, passing the limit was not always enough; inconclusive means no clear call, values can overlap the other calls
Target sequence (P9WIQ1 whole entry, looked up): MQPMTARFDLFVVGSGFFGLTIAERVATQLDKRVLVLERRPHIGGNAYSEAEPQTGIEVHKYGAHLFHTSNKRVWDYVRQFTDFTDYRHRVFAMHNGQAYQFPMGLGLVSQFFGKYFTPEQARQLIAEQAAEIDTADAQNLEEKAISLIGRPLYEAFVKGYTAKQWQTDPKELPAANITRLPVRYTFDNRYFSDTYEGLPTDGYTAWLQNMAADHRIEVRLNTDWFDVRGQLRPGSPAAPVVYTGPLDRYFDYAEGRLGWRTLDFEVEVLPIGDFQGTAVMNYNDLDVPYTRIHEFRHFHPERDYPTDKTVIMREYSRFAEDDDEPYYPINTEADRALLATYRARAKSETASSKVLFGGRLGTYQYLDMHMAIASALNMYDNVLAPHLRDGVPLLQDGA
PrPC TRFRET = inhibitors of human cell surface prion protein PrPC, primary screen, cell-based, TR-FRET; Major prion protein (Homo sapiens), P04156; TR-FRET read-out; inhibition, % at 13.8 µM; hit rate 0.43% among 370,000; AID 720596, 2013; in the data active means inhibition above about 24%; further: 0% = median of the test wells and 100% = reference compound wells
FadD28 binding = inhibitors of FadD28 bisubstrate probe binding, primary screen, biochemical, fluorescence polarization, single point; Mycobacterium tuberculosis FadD28 fatty-acid-AMP ligase; hit rate 0.22% among 360,000; AID 588549, 2011; inhibition, % at 12.5 µM; in the data active means inhibition above about 8.5%, passing the limit was not always enough; inconclusive means no clear call, values can overlap the other calls
CCHF vOTU inh = CCHFV vOTU protease inhibitors, primary screen, biochemical, Pep-AMC substrate, fluorescence | hit rate 0.55% among 370,000 | Crimean-Congo hemorrhagic fever virus L polyprotein viral ovarian tumor (vOTU) protease … | AID 651958, 2012 | inhibition, % at 11.5 µM; further: 0% = vehicle wells with enzyme and 100% = no enzyme wells
An asterisk follows results filed as active; ? = inconclusive; / = no result given; & = joins results of further samples. Unless noted, no stated cut-off is given here; in the data, active means inhibition above about 30%; inactive means the rest.

SMILES	FBA Mtb inh	GDH-TPI inh	BioA inh	BoNT-F LC inh	BoNT-A LC inh2	UGM FP inh	PrPC TRFRET	FadD28 binding	CCHF vOTU inh
C=CCN1C(=O)CN=C1Nc1ccc(OC)cc1OC	1	-3	0.0	9	0.2	0.6	2	-0.7	14
CCOC(=O)CNS(=O)(=O)c1ccc2c3c(cccc13)C(=O)N2CC	59*	9	0.1	3	-0.8	1.2	-2	-1.0	-40
Cc1ccccc1-n1c(SCC(=O)Nc2ccccc2Cl)nc2n[nH]c(C)c2c1=N	-1	-4	0.1	8	1.2	1.3	7	-11	16
CCOC(=O)/C(C#N)=C/c1cccc([N+](=O)[O-])c1	3	-4	/	?	-9.4	1.8	2	-1.4	2
C=C(C)COc1ccc(-c2nc(N)ncc2Oc2ccccc2OC)c(O)c1	-2	7	0.2	5	0.6	0.1	-4	-4.0	8
CC(C)CCNc1ncnc2c1nnn2Cc1ccccc1Cl	4	7	/	-4	0.6	4.0	3	0.3	-12
COC(=O)c1ccc(C(=S)NCC2(N(C)C)CCCCC2)cc1	-1	1	1.2	-16	-2.1	-0.2	-2	-3.6	0
COc1ccc(-n2c(=O)c(CCC(=O)N3CCN(c4ccccc4O)CC3)nc3ccccc32)cc1	-1	2	/	-3	3.1	1.2	-1	-0.8	8
CC(=O)N1CCN(CC(c2ccccc2)c2ccccc2)CC1	-4	-2	-0.3	?	-3.1	-0.6	-1	-4.4	-1
C=CCNC(=S)NNC(=O)c1cccc2ccccc12	0	-12	2.3	-1	-1.3	4.7	0	-4.9	5
COc1ccc(C)cc1NC(=O)NC(C)c1ccc2c(c1)OCO2 (configuration not stated)	2	5	-2.3	9	1.3	-1.9	9	-0.2	2
CC(C)Oc1ccc(C(=O)Nc2ccc(NC(=O)c3ccco3)c(Cl)c2)cc1	0	5	-0.4	-11	0.1	-1.5	-1	-1.9	12
Cn1c(NC(=O)C(C)(C)Oc2ccc(Cl)cc2)cc(=O)n(C)c1=O	-1	-1	0.2	-10	-1.1	0.2	12	-3.8	-3
O=C(CSC(=S)N1CCOCC1)N1N=CCC1c1ccccc1 (configuration not stated)	0	-11	/	-32	-1.2	0.1	-3	-0.2	-2
O=C1/C(=C/c2ccc(O)cc2)SC(=S)N1Cc1cccnc1	-2	7	/	4	1.3	-2.8	-3	-1.0	-2
COc1ccc(C(c2nnnn2-c2c(C)cccc2C)N2CCN(C/C=C/c3ccccc3)CC2)cc1 (configuration not stated)	-1	/	4.3	0	-1.1	/	-8	-3.4	0
CC(C)c1nc(=S)c2ccccc2[nH]1	0	13	0.1	-2	-1.0	0.3	8	-0.7	-3
COc1ccc(-n2c(SCC(=O)NCc3cccs3)nnc2-c2ccoc2C)cc1	0	7	12	1	-0.1	1.2	5	-1.7	8
CCOC(=O)C1=C(COC(=O)c2ccc([N+](=O)[O-])o2)NC(=O)NC1C (configuration not stated)	-2	5	-0.1	-3	0.2	-0.3	-24	0.1	14
COc1ccc(CCN=C(N)C(C)c2ccccc2)cc1OC (configuration not stated)	2	-9	0.5	-6	-0.3	-1.5	-1	-3.2	-10
CN(C(=O)c1cccc(NC(=O)Cc2ccc(NC(=O)C3CCN(S(=O)(=O)c4cccc([N+](=O)[O-])c4)CC3)cc2)c1)C1CCCC1	-1	8	-0.1	-2	0.4	/	-13	0.1	5
CCC(C)[C@H]1CN=C(N)N1CCCc1cc(OC)c(OC)c(OC)c1 (some centres not stated)	3	-6	7.8	-6	-0.1	-1.2	-6	1.5	-1
Cc1ccc(C(=O)OCCc2sc[n+](Cc3ccccc3)c2C)cc1	1	0	/	-2	-0.7	6.8	-2	-0.8	3
CC(C)Nc1nc(-c2ccccc2)nnc1-c1ccccc1	-1	4	/	-3	-0.4	-2.6	-6	-5.0	-1
COc1ccc(COC(=O)CN2C(=O)NC3(CC(C)CC(C)(C)C3)C2=O)cc1F (configuration not stated)	2	12	/	-3	-0.9	4.4	2	-2.1	17
O=C(NCCCn1ccnc1)c1cccnc1	-17	-11	2.1	?	1.9	0.5	6	-2.8	1
COc1ccc(OC)c(CCNC(=O)CCCc2nnc3n(C)c(=O)c4sccc4n23)c1	1	-2	-0.9	3	3.3	-0.5	-3	-0.6	5
COc1cccc(C(=O)c2ccncc2C(=O)O)c1OC	-1	7	-1.0	-5	-1.1	/	-2	-0.5	5
O=C(CSc1nccc(=O)[nH]1)NC1CCCC1	-6	11	0.1	10	-0.7	-3.1	5	-2.7	-3
Cc1nnc(NCc2ccncc2)c2ccccc12	6	-13	-0.4	-3	-0.6	1.2	-4	-4.7	-20
O=C(NCC(c1cccs1)N1CCOCC1)c1cc([N+](=O)[O-])cc([N+](=O)[O-])c1 (configuration not stated)	0	5	-0.8	-9	-0.4	3.3	-56	-2.2	-13
CC(=O)c1c(N2CCN(CCO)CC2)nc(=S)n(-c2ccccc2)c1C	-2	13	/	-2	1.2	-2.9	-1	-0.9	-1
COc1ccc(-c2nc3ccc(Cl)cn3c2Cc2ccccc2)cc1OC	3	/	70*	-5	8.7	/	0	-5.8	-1
CS(=O)(=O)C1=NSC2=NC(=O)/C(=C\c3ccc(OC(=O)c4ccco4)c(Br)c3)C(=N)N21	-1	17	-3.0	7	-1.0	-1.1	-7	-4.2	19
O=C1NC(=O)C(=Cc2ccc(OCCOc3ccc([N+](=O)[O-])cc3)cc2)C(=O)N1	1	7	/	-4	-0.1	0.3	-7	1.7	6
CCOC(=O)C(CSCC(=O)c1ccc(Cl)cc1)NC(=O)OC(C)(C)C (configuration not stated)	-2	5	/	-2	-0.4	-0.2	-1	-1.7	9
O=C(Nc1cccnc1)c1cc(-c2cccs2)on1	1	-5	-0.2	2	0.5	-0.3	6	-1.9	3
CSc1nc(-c2ccccc2)nc(NC(C)=O)c1C(C)=O	0	-3	/	-5	-0.6	-3.0	-6	-2.0	-3
Cn1cc(S(=O)(=O)N2CCN(c3ccccc3)CC2)c(=O)n(C)c1=O	0	13	-0.2	-3	-1.3	-0.5	0	-1.5	-6
O=C(Nc1ccc2c(c1)C(=O)NC2=O)c1ccc2ncsc2c1	2	0	/	-8	-1.2	-1.9	4	-3.0	7
O=C(Nc1ccnn1C1CCN(C(=O)c2ccccc2C(F)(F)F)CC1)C1CC1	6	1	-5.0	3	1.2	-0.9	-2	2.8	-4
CCOC(=O)C1=NN(c2ccccc2)C2C(=O)N(c3ccccc3OC)C(=O)C12 (configuration not stated)	3	38*	-0.7	/	/	1.0	-7	-2.1	-9
C[C@@H]1CN([C@H](C)CO)C(=O)CCCn2nncc2CO[C@@H]1CN(C)S(=O)(=O)c1ccc(-n2cccn2)cc1	1	4	-0.6&-1.2	-2	-0.4	/	-6	0.2	-8
CC(=O)Nc1cccc(-c2ccnc3c2CC(C(=O)NCc2ccncc2)O3)c1 (configuration not stated)	-1	6	6.6	-2	0.1	/	-10	-0.2	10
O=C(O)c1ccc(NC2=C(n3nnc4ccccc43)C(=O)c3ccccc3C2=O)cc1	-1	14	/	11	-0.9	2.3	-71	-0.6	87*
COc1ccc(N2CCN(C(=O)C(=O)c3c(C)n(C)c4ccccc34)CC2)cc1	7	0	/	13	0.2	5.9	4	-1.3	-8
C[C@]1(C(=O)NCCN2CCOCC2)C=C[C@@H](Cc2ccccc2)N1C(=O)c1ccccc1	-3	-6	-0.3	-7	-0.4	1.1	-8	-1.6	-3
c1ccc(-c2noc(-c3ccco3)n2)nc1	0	-4	-2.7	-12	-0.1	3.7	4	-0.4	1
Cc1c(C(=O)N2CCC[C@H]2CO)oc2c(F)cccc12	2	20	-0.2	?	4.0	3.0	-9	-1.7	-9
Cc1[nH]c(=O)c(C#N)c(C)c1Cl	25	18	/	4	0.5	-1.5	5	0.0	-3
CCOC(=O)N1CCN(C2CCCN(C(=O)c3cccc(N(C)C)c3)C2)CC1 (configuration not stated)	-1	-8	-2.0	9	1.0	1.0	7	-1.0	7
CC(C)NC(=O)C1(C#N)C=C1c1ccccc1 (configuration not stated)	/	/	/	-1	-0.7	/	4	/	-5
C=CCN1C(=O)CSC1=Nc1ccc(NC(C)=O)cc1	-2	6	2.9	4	2.0	-4.9	3	-0.2	18
NS(=O)(=O)c1ccc(CNC(=O)c2cc(-c3cccnc3)nc3ccc(Br)cc23)cc1	0	11	-1.3	-10	-4.2	1.5	13	-1.6	27
Cc1ccc(C(=O)CCC(=O)Nc2cccc(C)c2)cc1	2	9	-4.7	0	-0.5	1.6	7	-0.9	-12
COc1ccc(C2C(C(=O)c3ccc(C)o3)=C(O)C(=O)N2CC2CCCO2)cc1OC (configuration not stated)	-1	6	1.1	4	1.9	-1.3	3	-4.2	9
O=C1NC(=O)C2(CCCC2c2ccccc2)N1 (configuration not stated)	-3	1	-0.4	1	0.3	/	8	-2.7	14
Cc1ccc(-n2cc(CNCCCn3cccn3)c(-c3cccc(C)c3)n2)cc1	6	-5	1.6	-20	-2.1	-3.3	-10	-0.9	-2
COc1ccccc1C(=O)NNC(=O)c1ccc(NC(=O)CC(C)C)cc1	2	5	/	1	0.9	-1.9	-3	0.3	-6
COc1ccc(N(C)C(=S)Nc2ccc3nc(C)c(C)nc3c2)cc1	0	16	0.5	0	1.5	1.2	-6	-4.7	9

(listing goes on)
SMILES	FBA Mtb inh	GDH-TPI inh	BioA inh	BoNT-F LC inh	BoNT-A LC inh2	UGM FP inh	PrPC TRFRET	FadD28 binding	CCHF vOTU inh
CC(=O)Nc1nc(C)nc(-c2ccccc2OC(C)=O)n1	2	-5	/	-2	0.1	-3.2	/	-0.7	/
O=C(NCCn1cc(SCC(=O)N2CCOCC2)c2ccccc21)c1c(F)cccc1F	-3	3	3.2	-10	-0.6	1.8	-7	-2.4	3
CC(C)CC(=O)Nc1c2c(nn1-c1cccc(Cl)c1)CS(=O)C2 (configuration not stated)	2	-2	-0.5	9	0.9	-1.3	7	/	2
CCn1c(=NC(=O)CCS(=O)(=O)c2ccccc2)sc2cccc(OC)c21	2	-12	2.7	-5	-0.7	-2.3	14	-1.9	14
N=c1ccn(Cc2ccc([N+](=O)[O-])cc2)cc1	-1	3	/	?	?	5.2	-16	-4.3	5
C/C(CC(=O)Nc1ccc(N(C)C)cc1)=N\NC(=O)c1ccc(C(C)(C)C)cc1	-2	13	-1.8	-4	-1.5	-1.2	5	-1.1	-15
COc1cccc(-c2cc(C(F)(F)F)nc(-n3cccn3)n2)c1	3	9	2.0	7	0.3	1.4	-3	-3.0	10
CCCCn1c(N)c(N(CCOC)C(=O)C2CC(=O)N(Cc3ccco3)C2)c(=O)[nH]c1=O (configuration not stated)	0	5	-1.1	7	0.3	-1.9	-5	-0.8	16
CCOC(=O)C1=C2c3ccc4ccccc4c3CC(C)(C)N2C(=O)C1=O	-1	19	-3.9	6	2.1	/	-10	-0.9	12

3 entries already listed, ordered by heavy-atom count, low to high.
SMILES	FBA Mtb inh	GDH-TPI inh	BioA inh	BoNT-F LC inh	BoNT-A LC inh2	UGM FP inh	PrPC TRFRET	FadD28 binding	CCHF vOTU inh
CC(=O)Nc1nc(C)nc(-c2ccccc2OC(C)=O)n1	2	-5	/	-2	0.1	-3.2	/	-0.7	/
C/C(CC(=O)Nc1ccc(N(C)C)cc1)=N\NC(=O)c1ccc(C(C)(C)C)cc1	-2	13	-1.8	-4	-1.5	-1.2	5	-1.1	-15
O=C(NCCn1cc(SCC(=O)N2CCOCC2)c2ccccc21)c1c(F)cccc1F	-3	3	3.2	-10	-0.6	1.8	-7	-2.4	3
